# Compound activity deposited in PubChem by Sanford-Burnham Center for Chemical Genomics.
# mIAP inh = blocks mouse intestinal alkaline phosphatase; purified mouse IAP, CDP-Star luminescence, 30 min; inhibition, % at 10 µM; hit rate 0.2% among 330,000; AID 2806;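 active = inhibition of at least 40% at 10 µM in the primary screen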;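 also: plate controls were DMSO with enzyme for no effect and no enzyme wells for full effect; values of inactives mirror those of a sister screen read the other way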
# A3A deaminase = human APOBEC3A DNA deaminase inhibition; recombinant A3A, FAM/TAMRA ssDNA deamination fluorescence; inhibition, % at 20 µM; hit rate 0.41% among 330,000; AID 493011;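 active = at least 40% inhibition at 20 µM here, with at most 30% in a related deaminase screen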;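 also: plate controls were A3A with DMSO for no effect and wells lacking A3A enzyme for full effect; some results filed as inactive read as strong as hits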
# mIAP activ = mouse IAP activation; activation factor at 10 µM; muIAP, CDP-Star luminescence, 30 min; stronger effect = higher value; 1 = vehicle-only enzyme signal, 0 = enzyme-free wells; hit rate 0.24% among 330,000;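 active = activation factor of at least 2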; also: the source names both 10 and 20 µM as test concentration; values of inactives mirror those of a sister screen read the other way
#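 System: mouse IAP enzyme. Reagent: CDP-Star chemiluminescent phosphatase substrate. Benchmarks: DMSO wells, no-enzyme wells. Times: 30 min enzyme-substrate-compound incubation at room temperature. Detection: luminescence from enzymatic CDP-Star hydrolysis. Doses: test compounds delivered from DMSO solution.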
# hIAP inh = blocks human intestinal alkaline phosphatase; purified IAP, CDP-Star luminescence, 30 min; inhibition, % at 10 µM; hit rate 0.12% among 330,000; AID 2544;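 active = inhibition reaching a set limit with compound at 10 µM in the primary screen, cut at about 35% in these data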;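 also: plate controls were DMSO wells with enzyme for no effect and no-enzyme buffer wells for full effect; values of inactives mirror those of a sister screen read the other way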
# Target sequence (P09923 whole entry, looked up): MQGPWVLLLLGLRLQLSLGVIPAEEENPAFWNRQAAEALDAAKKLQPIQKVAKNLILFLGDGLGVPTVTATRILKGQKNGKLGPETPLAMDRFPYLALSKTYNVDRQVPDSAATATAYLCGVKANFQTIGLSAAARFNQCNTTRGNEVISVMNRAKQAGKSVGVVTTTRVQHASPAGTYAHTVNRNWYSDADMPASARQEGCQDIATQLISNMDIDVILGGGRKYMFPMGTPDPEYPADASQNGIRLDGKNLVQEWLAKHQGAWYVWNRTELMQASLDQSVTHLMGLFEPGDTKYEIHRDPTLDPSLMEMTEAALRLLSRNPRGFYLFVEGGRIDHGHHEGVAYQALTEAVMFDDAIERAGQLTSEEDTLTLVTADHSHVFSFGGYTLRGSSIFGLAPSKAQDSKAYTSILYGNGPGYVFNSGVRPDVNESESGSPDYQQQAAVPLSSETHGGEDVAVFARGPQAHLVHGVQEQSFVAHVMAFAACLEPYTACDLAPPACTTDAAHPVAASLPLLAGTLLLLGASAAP
# ATG4B inhibitor = inhibitors of human ATG4B cysteine protease. Q9Y4P1. ATG4B cleavage of LC3-PLA2, NBD-HPC fluorescence, 1 h. inhibition, % at 8.33 µM. hit rate 0.51% among 340,000. AID 504462; in the data active = inhibition above about 40%
# Target sequence (Q9Y4P1 whole entry, looked up): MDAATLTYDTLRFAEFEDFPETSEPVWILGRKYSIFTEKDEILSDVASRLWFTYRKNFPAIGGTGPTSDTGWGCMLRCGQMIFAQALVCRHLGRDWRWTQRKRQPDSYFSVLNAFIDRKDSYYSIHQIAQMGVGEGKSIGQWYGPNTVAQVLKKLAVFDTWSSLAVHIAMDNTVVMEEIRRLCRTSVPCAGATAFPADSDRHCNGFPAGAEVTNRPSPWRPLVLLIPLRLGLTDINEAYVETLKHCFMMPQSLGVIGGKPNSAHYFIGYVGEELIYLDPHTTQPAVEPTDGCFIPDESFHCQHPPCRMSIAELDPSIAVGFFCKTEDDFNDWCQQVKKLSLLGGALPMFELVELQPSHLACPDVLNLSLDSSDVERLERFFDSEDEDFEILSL
# MPTP inh = inhibitors of mitochondrial permeability transition pore. isolated mouse mitochondria, Ca2+ swelling absorbance, 30 min. inhibition, % at 10 µM. hit rate 1.4% among 360,000. AID 602449;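 active = inhibition of 50% or more, scaled per plate between neutral and stimulator controls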;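 also: 0% = DMSO wells given calcium and 100% = 1 mM EGTA wells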
# hIAP activ = human IAP activation. activation factor at 10 µM. AID 2524. hit rate 0.16% among 330,000. purified human IAP, CDP-Star luminescence, 30 min; stronger effect = higher value; 1 = vehicle-only enzyme, 0 = enzyme-free background. P09923;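 active = activation factor of the enzyme at least 2-fold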; also: the source names both 10 and 20 µM as test concentration; values of inactives mirror those of a sister screen read the other way
# MIN6 prolif = inducers of beta-cell replication in MIN6 cells; MIN6 cells proliferation, ATPlite luminescence, 48 h; cells starved in 0.2% serum; 100% = growth in 10% serum; proliferation, % at 10 µM; hit rate 0.29% among 330,000; AID 2380;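 active = compounds whose signal lies at least 3.5 SD above the mean of all wells on their plate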;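 also: 0% = DMSO-treated cells in low-serum medium and 100% = 10% serum control; some compounds called inactive have numbers as strong as hits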
# APOBEC3G inh = blocks human APOBEC3G single-stranded DNA deamination; recombinant A3G, ssDNA deamination FAM/TAMRA fluorescence; inhibition, % at 20 µM; hit rate 0.28% among 330,000; AID 493012;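 active = inhibition of at least 40% at 20 µM, with no more than 30% in the related APOBEC3A deaminase screen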;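 also: plate controls were DMSO wells with A3G for no effect and wells lacking A3G enzyme for full effect; some compounds called inactive have numbers as strong as hits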
# An asterisk follows results filed as active.
No.	structure	mIAP inh	A3A deaminase	mIAP activ	hIAP inh	ATG4B inhibitor	MPTP inh	hIAP activ	MIN6 prolif	APOBEC3G inh
1	O=C(Nc1ccccc1Cl)c1cc2ccccc2o/c1=N\O	4	2	0.96	19	-1	2.0	0.81	-4	-3
2	Cc1ccc(Cn2c([N+](=O)[O-])cnc2C)cc1	-2	-2	1	1	-9	0.5	0.99	-2	-2
3	O=[N+]([O-])c1ccc(O)c2cccnc12	11	-4	0.89	18	-3	-2.7	0.82	-3	-8
4	O=C1N(Cc2cccc(Cl)c2)C[C@@H]2C[C@@H](c3cccn3-c3nccs3)N3CCC[C@@]123	6	-3	0.94	4	-10	2.0	0.96	-5	-9
5	O=C(Nc1ccc(S(=O)(=O)N2CCc3ccccc32)cc1)c1ccco1	4	-1	0.96	16	3	0.5	0.84	-1	9
6	CC(=O)N1CCOc2ccc(S(=O)(=O)N3CCC(C)CC3)cc21	0	-5	1	-12	2	-0.4	1.1	3	-7
7	COc1ccccc1C1CCN(Cc2cccc3ccccc23)CC1	1	0	0.99	6	7	-1.1	0.94	-7	-2
8	CCN(CC(=O)Nc1ccccc1C(F)(F)F)C(=O)c1oc2c(Cl)cccc2c1C	-3	5	1	-4	5	0.2	1	-3	-11
9	Cc1nc(Cl)sc1C(=O)Nc1ccccc1Cl	0	-3	0.99	4	-6	-0.2	0.96	-2	-1
10	O=C(NCc1ccc2c(c1)OCO2)c1nc(Cn2cc(Br)cn2)no1	-6	4	1.1	0	-3	-1.3	1	-1	13
11	COCc1nc2ccccc2n1Cc1cccc(C)c1	-1	-3	1	1	-2	2.1	0.99	0	-6
12	O=C(Nc1ccccc1-c1ccccc1)c1ccc(=O)[nH]n1	-8	4	1.1	-16	-2	-0.1	1.2	-5	5
13	Cc1ccc(C(c2nnnn2C2CCCCC2)N(C)C2CCCCC2)cc1 (stereo not drawn)	-18	-3	1.2	10	-6	2.2	0.9	-4	-5
14	COc1ccc(CNn2cnnc2)c(O)c1	-7	-1	1.1	4	-5	-0.1	0.96	-3	-9
15	C=CCn1nc(-c2ccccc2)cc1C(=O)OCC	2	-3	0.98	11	2	0.6	0.89	7	-4
16	Cc1cccn2c(=O)c(/C=C(\C#N)C(=O)NCc3ccco3)c(N3CCOCC3)nc12	-5	2	1	4	0	2.0	0.96	0	-1
17	O=C(N/N=C/c1c[nH]c2ccccc12)C1CC1(c1ccccc1)c1ccccc1 (stereo not drawn)	0	-2	1	-8	6	0.1	1.1	0	-3
18	O=C(O)CCCCCNS(=O)(=O)c1cccc2nsnc12	-2	-5	1	-4	-7	1.0	1	3	-5
19	CCOC(=O)CCNC(=O)N1CCCC(C(=O)c2ccc3c(c2)OCO3)C1 (stereo not drawn)	-5	0	1.1	2	6	0.1	0.98	-2	0
20	CC(C)Cn1c(=O)oc2ccccc21	2	-3	0.98	0	5	0.5	1	-3	2
21	Cc1cc(NC(=O)CSc2nc3c(cc2C#N)CCCC3)no1	-14	-2	1.1	5	-7	-2.7	0.95	0	-9
22	O=C(NCc1ccccc1F)C1CC(=O)N(c2ccc3c(c2)OCCO3)C1 (stereo not drawn)	-2	31	1	6	-3	-1.8	0.94	-2	-1
23	COC(CNC(=O)C(=O)Nc1cc2c3c(c1)CCN3C(=O)CC2)OC	-6	0	1.1	3	-9	-0.6	0.97	-4	6
24	O=C(CS(=O)(=O)Cc1ccccc1)NCC1CCCO1 (stereo not drawn)	-2	0	1	4	9	-0.8	0.96	0	0
25	CNC(=O)NC(=O)C(C)OC(=O)c1c2c(nc3ccccc13)/C(=C/c1cccs1)CC2 (stereo not drawn)	24	18	0.76	2	-5	-17	0.98	-2	14
26	O=C(O)COc1ccc(/C=N/NC(=O)/C(=C/C=C/c2ccccc2)NC(=O)c2ccccc2)cc1	-1	-3	1	0	-3	-1.0	1	2	3
27	CC(C)(C)NC(=O)Cn1nnc(-c2ccc(Cl)cc2)n1	2	5	0.98	11	-12	0.3	0.89	-1	3
28	O=C(OCc1ccccc1)C1=NNC2C(=O)N(Cc3ccccc3)C(=O)C12 (stereo not drawn)	0	-9	1	7	-6	-1.1	0.93	-2	-2
29	O=C1C=C(c2ccc(F)c(Cl)c2)C[C@@H](c2ccc(F)cc2)C1	3	-1	0.97	-6	-4	0.5	1.1	-5	-7
30	O=C(NCCN1CCOCC1)c1cc([N+](=O)[O-])ccc1Cl	-8	3	1.1	14	-7	-0.6	0.86	-1	-3
31	O=C(CNC(=O)c1ccc(Br)o1)NCC1COc2ccccc2O1 (stereo not drawn)	1	-5	0.99	19	3	0.5	0.81	0	-9
32	O=C(CSc1nnc(-c2cccnc2)n1-c1ccccc1)Nc1ccc2c(c1)OCO2	-4	-3	1	-1	-7	-0.7	1	-2	-6
33	Cc1ccc(C)c(Nc2ccc3nonc3c2[N+](=O)[O-])c1	3	0	0.97	16	-6	-0.2	0.84	2	-5
34	CC(=O)N1CCN(C(=O)CSc2ncnc3sc(C)c(C)c23)CC1	8	-4	0.92	18	1	-1.0	0.82	-5	6
35	CCOc1ccccc1CNC(=O)CCn1ccc2cc(S(=O)(=O)N3CCCCC3)ccc21	-3	-6	1	11	-9	1.4	0.89	-2	-5
36	Cc1ccc(C(=O)OCC(=O)NCc2ccccc2)cc1S(=O)(=O)N1CCCCC1	-7	-1	1.1	7	-7	0.9	0.93	3	-8
37	COc1ccc(C(=O)OCC(=O)N2CCc3ccccc32)cc1S(=O)(=O)N1CCOCC1	-4	5	1	-2	-11	-0.1	1	-3	0
38	Cc1ccc(C)c(S(=O)(=O)N2CCN(C(=O)CN3C(=O)NC(C)(C)C3=O)CC2)c1	3	14	0.97	16	-5	-2.3	0.84	4	1
39	COc1ccc(-c2ccc(SCC(=O)N3c4ccccc4CC3C)nn2)cc1OC (stereo not drawn)	1	1	0.99	-7	-8	0.7	1.1	-3	-4
40	FC(F)(F)c1cccc(N2CCN(Cc3ccoc3)CC2)c1	4	-1	0.96	20	7	-3.3	0.81	-3	-7
41	Cc1ccc(C2=CC(c3ccccc3)n3ncnc3N2)c(C)c1 (stereo not drawn)	-4	-8	1	-33	7	-0.4	1.3	-1	-16
42	NC(=O)C[n+]1cccc(/C=N/O)c1	9	4	0.91	1	1	2.4	0.99	0	-3
43	COc1ccc(NC(=O)CCCNS(=O)(=O)c2cccs2)cc1	2	2	0.98	13	-9	-0.4	0.87	0	0
44	O=C(c1ccco1)N1CCN(CCOc2ccccc2)CC1	-2	1	1	-11	-2	1.7	1.1	2	-3
45	COC(=O)c1c(C(=O)c2ccc(Br)cc2)n(C)c2ccccc12	18	-2	0.82	-3	-4	0.1	1	-2	-2
46	Cc1noc2ncnc(Sc3ccc(Br)cc3)c12	-2	-1	1	8	7	0.9	0.92	-5	-9
47	Cc1ccc(CNC(=O)C2CCCN2C(=O)Nc2ccc(C)cc2)cc1 (stereo not drawn)	-3	-1	1	-1	-2	0.0	1	-2	-7
48	CSc1nc(N2CCOCC2)c2c(c1C#N)CCCCC2	-2	-5	1	10	2	-3.8	0.9	-2	-8
49	COc1cccc(NC(=O)CN(C)C(=O)Cc2ccc3c(c2)CCC3)c1	9	-1	0.91	5	-9	-0.1	0.95	8	-3
50	NC(=O)CC(NC(=O)Cc1cccc2ccccc12)c1ccc(NCCN2CCCC2)c([N+](=O)[O-])c1 (stereo not drawn)	6	19	0.94	7	-2	0.0	0.93	1	-8
51	O=C(O)CCCn1ccc2cc(S(=O)(=O)N3CCCC3)ccc21	4	-6	0.96	27	0	-3.5	0.73	0	-8
52	COc1ccc(Cn2c(=N)c(C(=O)NCC3CCCO3)cc3c(=O)n4ccccc4nc32)cc1 (stereo not drawn)	12	-3	0.88	9	-5	-1.2	0.91	3	-1
53	CCN(Cc1ccccc1)C(=S)Nc1cc(C(=O)OC)ccc1C(=O)OC	0	-5	1	-8	-4	2.3	1.1	-4	-7
54	CCC(C)(C)n1nnnc1C(c1ccc(C)cc1)N1CCN(C(=O)c2ccco2)CC1 (stereo not drawn)	2	-1	0.98	-6	-10	-1.2	1.1	-2	-5
55	O=[N+]([O-])c1cccc(C2=NCCC(c3ccccc3)O2)c1 (stereo not drawn)	0	1	1	-11	0	-0.8	1.1	-4	4
56	O=C(COC(=O)c1cc[n+]([O-])cc1)Nc1ccc([N+](=O)[O-])cc1C(F)(F)F	4	-4	0.95	-19	-1	2.1	1.2	-2	-10
57	CCOC(=O)c1ccc(NC(=O)Cn2c(C)nc3c(sc(=S)n3CC)c2=O)cc1	5	-2	0.95	21	2	2.0	0.79	-3	-3
58	COC(=O)/C(=C1/Oc2cc(C)oc(=O)c2S1)C(F)(F)F	3	-3	0.97	14	1	0.5	0.86	-7	-6
59	CCc1c(C#N)c(SCCC(=O)Nc2ccc(OC)cc2)nc2c1C(=O)CC(C)(C)C2	-6	4	1.1	6	-5	-0.1	0.94	-5	23
60	O=C(COc1ccc(Br)cc1)Nc1ccc(Cc2ccncc2)cc1	-30	0	1.3	-20	-1	-1.2	1.2	-4	-5
61	CC(C)c1c(C(=O)N/N=C/c2cccc(OCc3ccc(F)cc3)c2)nnn1-c1nonc1N	12	-1	0.88	3	3	6.4	0.97	-7	-6
62	CCn1ncc(Br)c1C(=O)N(C)C12CC3CC(CC(C3)C1)C2	6	-13	0.94	-8	5	1.9	1.1	-3	-5
63	CC1Cc2cc(S(=O)(=O)CCC(=O)N3CCN(c4ccccc4)CC3)ccc2N1C(=O)C1CC1 (stereo not drawn)	1	0	0.99	12	0	-1.6	0.88	0	-3

# In a second layout: entries from further up.
# Results follow in this order: mIAP inh	A3A deaminase	mIAP activ	hIAP inh	ATG4B inhibitor	MPTP inh	hIAP activ	MIN6 prolif	APOBEC3G inh
54. CCC(C)(C)n1nnnc1C(c1ccc(C)cc1)N1CCN(C(=O)c2ccco2)CC1 (stereo not drawn)
 : 2	-1	0.98	-6	-10	-1.2	1.1	-2	-5
55. O=[N+]([O-])c1cccc(C2=NCCC(c3ccccc3)O2)c1 (stereo not drawn)
 : 0	1	1	-11	0	-0.8	1.1	-4	4
56. O=C(COC(=O)c1cc[n+]([O-])cc1)Nc1ccc([N+](=O)[O-])cc1C(F)(F)F
 : 4	-4	0.95	-19	-1	2.1	1.2	-2	-10
57. CCOC(=O)c1ccc(NC(=O)Cn2c(C)nc3c(sc(=S)n3CC)c2=O)cc1
 : 5	-2	0.95	21	2	2.0	0.79	-3	-3
58. COC(=O)/C(=C1/Oc2cc(C)oc(=O)c2S1)C(F)(F)F
 : 3	-3	0.97	14	1	0.5	0.86	-7	-6
59. CCc1c(C#N)c(SCCC(=O)Nc2ccc(OC)cc2)nc2c1C(=O)CC(C)(C)C2
 : -6	4	1.1	6	-5	-0.1	0.94	-5	23
60. O=C(COc1ccc(Br)cc1)Nc1ccc(Cc2ccncc2)cc1
 : -30	0	1.3	-20	-1	-1.2	1.2	-4	-5
61. CC(C)c1c(C(=O)N/N=C/c2cccc(OCc3ccc(F)cc3)c2)nnn1-c1nonc1N
 : 12	-1	0.88	3	3	6.4	0.97	-7	-6
62. CCn1ncc(Br)c1C(=O)N(C)C12CC3CC(CC(C3)C1)C2
 : 6	-13	0.94	-8	5	1.9	1.1	-3	-5
